# MITF TRPM1 inh – MITF TRPM1 promoter inhibition in SK-MEL-5 cells. SK-MEL-5 TRPM1 promoter luciferase, 24 h. inhibition, % at 12.5 µM. hit rate 0.83% among 330,000. AID 488899;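 active means mean inhibition across replicates of 60% or more, whatever share of single replicates reaches that level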; further: values of inactives mirror those of a sister screen read the other way
# TWEAK-Fn14 inh – TWEAK-Fn14 signaling inhibition | TWEAK-stimulated Fn14 reporter cells, luciferase luminescence, 8 h | inhibition, % at 10 µM | hit rate 2% among 360,000 | AID 1159606; in the data active means inhibition above about 50%
# Shn3 3UTR inh – reduces Shn3 3'UTR luciferase signal in osteoblasts; inhibition, % at 12.5 µM; AID 588674; hit rate 0.52% among 360,000; Clone20 osteoblast Shn3 3'UTR firefly luciferase, 24 h;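 active means mean inhibition of at least 75% with every replicate also reaching 75%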;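 further: 0% = median of neutral control wells and 100% = pilot-screen positive control compound; some compounds past the cut are filed as inactive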
# TRAIL sens C8 – caspase-8 TRAIL sensitization; NB7+C8 cells + TRAIL, ATPlite viability luminescence; hit rate 1% among 360,000; inhibition (viability loss, TRAIL sensitization), % at 10 µM;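 active means compounds causing at least 50% loss of cell viability in the single-dose screen, relative to plate controls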
# NR2E3 ag-1 – human photoreceptor-specific nuclear receptor agonism | Q9Y5X4 | CHO-S Gal4-NCOR/VP16-NR2E3 two-hybrid, luciferase | inhibition of corepressor binding, % at 3.98 µM | hit rate 0.35% among 360,000 | AID 602229;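 active means inhibition above the mean of all tested compounds plus 3 SD, cut at about 70% in these data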;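 further: 0% = DMSO with NR2E3 transfected cells and 100% = cells lacking NR2E3 construct; higher means lower luciferase signal from less NR2E3 corepressor binding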
# Target sequence (Q9Y5X4 whole entry, looked up, the tested form may be a part): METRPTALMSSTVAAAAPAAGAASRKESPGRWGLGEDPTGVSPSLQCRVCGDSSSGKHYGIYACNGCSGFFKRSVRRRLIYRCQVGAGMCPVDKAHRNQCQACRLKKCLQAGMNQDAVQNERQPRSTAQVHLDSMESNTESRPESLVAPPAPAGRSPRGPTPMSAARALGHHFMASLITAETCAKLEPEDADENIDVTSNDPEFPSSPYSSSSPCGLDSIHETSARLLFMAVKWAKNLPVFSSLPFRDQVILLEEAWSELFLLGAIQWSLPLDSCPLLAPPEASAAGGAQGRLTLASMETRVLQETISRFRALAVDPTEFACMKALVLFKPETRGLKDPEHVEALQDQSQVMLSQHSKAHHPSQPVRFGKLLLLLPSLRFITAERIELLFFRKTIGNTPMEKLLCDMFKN
# CF NFkB inh – inhibitors of cystic fibrosis induced NF-kB; AID 588850; hit rate 0.86% among 360,000; inhibition, % at 5 µM; KKLEB NF-kB-GFP reporter, PAF-induced, GFP fluorescence overnight;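 active means at least 50% inhibition at 5 µM, scaled per plate between neutral and stimulator controls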;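 further: PAF is a Pseudomonas aeruginosa culture filtrate used as stimulus; plate controls were PAF-stimulated DMSO wells for no effect and unstimulated DMSO wells for full effect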
# HIF-2a block – blocks HIF-2a reporter activity | 786-0 RCC cells HIF-2a reporter, luciferase luminescence, overnight | inhibition, % at 18.8 µM | hit rate 0.72% among 360,000;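 active means inhibition of the luminescence signal of 40% or more relative to plate controls, in a single-dose primary screen at 18.75 µM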
# Peg3 promoter – inhibitors of Peg3 promoter; HeLa PEG-Prom luciferase reporter, luminescence, overnight; inhibition, % at 20 µM; hit rate 1.7% among 360,000;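 active means inhibition of at least 50% at 20 µM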
# NR2E3 ag-2 – agonists of human nuclear receptor NR2E3; Q9Y5X4; GST-NR2E3/biotin-RetCOR TR-FRET, 1536-well; inhibition of corepressor binding, % at 4.78 µM; hit rate 0.12% among 320,000; AID 2300;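 active means percent inhibition above the cutoff of mean plus 3 SD of all tested compounds, set per screening campaign, cut at about 20% in these data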;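 further: 0% = DMSO wells and 100% = biotin wells as full block of FRET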
#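 Test system – NR2E3–RetCOR corepressor complex · Quantity – NR2E3 fusion 1.35 nM · Buffer or medium – Tris pH 7.5 · Incubation – Compound–protein incubation for 5 h at 4 °C · Technique – TR-FRET, Eu(K)-anti-GST donor, streptavidin-D2 acceptor, ex 340, em 617/671 nm · Evaluation – percent inhibition of 671/617 nm emission ratio versus biotin and DMSO controls · Plate – 1536-well format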
# TROY NFkB inh – inhibitors of TROY-dependent NF-kB signaling; Q293 LMP1-TROYcd NF-kB luciferase reporter, 4 h; inhibition, % at 10 µM; hit rate 0.98% among 360,000;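 active means compounds whose plate-normalised and pattern-corrected inhibition of the luciferase reporter signal at the single screening dose is 50% or more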
# KKLEB cytotox – counter-screen for CF NF-kB inhibitors: cytotoxicity; KKLEB CF airway cells viability, ATPlite luminescence, overnight; hits give low values; cells stimulated with P. aeruginosa culture filtrate; activity change (cytotoxicity), % at 5 µM; hit rate 0.36% among 360,000;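 active means corrected activity change at or below -50% at 5 µM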
# * hit, by the source's call; / = no result given. A portion of the library. The share of hits here may be higher or lower than overall.
SMILES,MITF TRPM1 inh,TWEAK-Fn14 inh,Shn3 3UTR inh,TRAIL sens C8,NR2E3 ag-1,CF NFkB inh,HIF-2a block,Peg3 promoter,NR2E3 ag-2,TROY NFkB inh,KKLEB cytotox
COc1ccc(CCNC(=O)CN(c2cccc([N+](=O)[O-])c2)S(C)(=O)=O)cc1,-8,-23,-28,7,2,-1,5,0,-2,-12,-8
O=c1[nH]c(CN2CCN(c3ccccc3Cl)CC2)nc2ccsc12,6,5,6,-5,-19,4,25,18,-1,21,-6
COc1cccc(-n2c(SCc3ccccn3)nc3c(c2=O)SCC3)c1,0,-4,17,0,-36,-18,24,24,-3,23,1
N#Cc1c(NC(=O)C2C3C=CC(C3)C2C(=O)O)sc2c1CCCCC2 (configuration not stated),-9,17,17,-1,-18,8,-20,-13,2,-8,4
Cc1ccccc1NC(=O)CN1C(=O)S/C(=C\c2cccn2-c2cccc(C(=O)O)c2)C1=O,3,-5,0,-21,-32,-3,19,2,1,-6,12
COc1ccc(N2C(=O)C(Cl)=C(Oc3cccc(OC)c3)C2=O)cc1,24,1,36,-6,-3,12,93*,107*,3,-6,4
Cc1cccc(NC(=O)/C(C#N)=C/c2ccc(Sc3ccccc3)o2)c1C,15,-6,-17,-9,-8,12,3,23,0,-4,-10
O=C(CCC1(C(=O)O)CCC(=O)NC1)NCc1ccccc1 (configuration not stated),5,-1,3,-14,-19,-16,-10,10,1,1,-4
CN(C)C(/C=C/Nc1ccccc1F)=C(C#N)C#N,14,-20,-23,20,-15,8,0,4,0,-11,-12
Cc1ccnc(NC(=O)c2cccc(NC(=O)c3ccc(Cl)cc3)c2)c1,5,-7,0,14,-2,-13,-87,-36,/,-20,-2
O=C(CC1NCCc2ccccc21)Nc1cccc(Cl)c1 (configuration not stated),-67,-30,-101,8,-105,18,-305,-247,-6,-42,-2
CCn1c2ccccc2c2cc(Nc3cc(C)nc4ncnn34)ccc21,59,35,14,8,27,-65,-15,-31,1,27,-17
Cc1ccccc1CSCCNS(C)(=O)=O,-5,3,2,12,16,6,9,-5,6,1,-3
Cc1cc(C)n(CC(=O)NNC(=O)CCNC(=O)c2ccccc2Cl)n1,6,9,-5,8,23,12,3,3,4,-12,7
CNc1ncnc2c1ncn2[C@H]1CN(Cc2ccc3c(c2)OCO3)C[C@@H](CO)O1,/,-3,15,5,-21,4,9,-2,/,1,0
O=C(COC(=O)c1ccccc1Cl)Nc1nccs1,-23,-23,-28,13,-6,11,-31,-67,2,-21,-4
O=c1c(Cc2ccc(F)cc2)c(O)ccn1CCc1ccccn1,0,8,15,-2,-24,5,1,24,0,1,7
Cc1ccccc1-n1c(SC/C(O)=C(\C#N)c2nc3ccccc3[nH]2)nnc1-c1ccncc1,22,16,-17,0,-11,3,13,17,0,0,-3
Cc1ccc(N2CC(C(=O)Nc3cc(C)on3)CC2=O)c(C)c1 (configuration not stated),-5,7,-2,-4,-20,5,15,4,4,5,2
COC(=O)[C@H](Cc1ccccc1)NC(=O)c1ccc2ccccc2n1,-18,-23,-7,0,-20,11,-73,-90,0,-57,5
COc1ccc(-n2c(C)cc3cc(OC(C)=O)ccc32)cc1,-22,28,0,9,-25,57*,-76,-138,5,-12,-11
Cc1cc(CN(C)C(=O)CC2C(=O)NCCN2Cc2ccc(-c3ccccc3)cc2)on1 (configuration not stated),1,-8,-2,1,32,-48,-16,-15,1,15,15
COC(=O)c1cc2ccsc2n1CC(=O)Nc1cc(C)cc(C)c1,-4,-21,8,-9,-11,-15,5,14,36*,2,-12
Cc1ccc2nc(SCC(=O)Nc3ccc(F)cc3)nc(=O)n2c1,-9,-6,32,-8,-8,7,-12,-18,-2,-12,-12
O=C(Nc1ccc(-c2nc3c(ccc4ccccc43)o2)cc1)c1ccco1,-37,2,-20,1,-114,-16,-352,-149,2,9,11
Cc1ccc(NC(=O)c2cc(-c3ccco3)on2)cc1,-82,-46,-65,-10,-49,7,-305,-313,-1,-84,8
Cc1ccc(S(=O)(=O)N2C[C@H]3C(=O)C[C@@H](c4ccc(Cl)cc4)N(S(=O)(=O)c4ccccc4C)[C@H]3C[C@H]2c2ccccc2)cc1,/,-51,-19,1,4,9,16,10,/,-7,5
Cc1noc(C)c1CSCC(=O)Nc1cc(S(=O)(=O)N2CCOCC2)ccc1OC(C)C,2,-16,1,-9,-2,-59,7,26,-1,1,-1
COc1ccccc1NC(=O)Nc1cccnc1,-2,1,-14,-10,24,-4,-22,-24,-7,-8,-4
COc1cc(/C=N/NC(=O)C(C)n2nnc3ccccc32)ccc1O (configuration not stated),-1,-1,0,-8,-4,-6,4,3,0,2,10

# Reprinted at random: four records from the list.
SMILES,MITF TRPM1 inh,TWEAK-Fn14 inh,Shn3 3UTR inh,TRAIL sens C8,NR2E3 ag-1,CF NFkB inh,HIF-2a block,Peg3 promoter,NR2E3 ag-2,TROY NFkB inh,KKLEB cytotox
Cc1ccc(N2CC(C(=O)Nc3cc(C)on3)CC2=O)c(C)c1 (configuration not stated),-5,7,-2,-4,-20,5,15,4,4,5,2
O=C(Nc1ccc(-c2nc3c(ccc4ccccc43)o2)cc1)c1ccco1,-37,2,-20,1,-114,-16,-352,-149,2,9,11
Cc1ccccc1NC(=O)CN1C(=O)S/C(=C\c2cccn2-c2cccc(C(=O)O)c2)C1=O,3,-5,0,-21,-32,-3,19,2,1,-6,12
Cc1noc(C)c1CSCC(=O)Nc1cc(S(=O)(=O)N2CCOCC2)ccc1OC(C)C,2,-16,1,-9,-2,-59,7,26,-1,1,-1

# New compounds follow:
SMILES,MITF TRPM1 inh,TWEAK-Fn14 inh,Shn3 3UTR inh,TRAIL sens C8,NR2E3 ag-1,CF NFkB inh,HIF-2a block,Peg3 promoter,NR2E3 ag-2,TROY NFkB inh,KKLEB cytotox
O=C(NC(=S)NC1CC1)c1cccnc1,0,2,-5,-4,16,0,15,22,-3,-2,-5
Cc1cccc(OCC(=O)Nc2cc(C)on2)c1,-34,-23,-8,13,1,9,-81,-66,0,-38,1
O=C(O)c1cc(/C=C/C(=O)c2cc(F)ccc2O)c2c(c1)COCO2,-3,37,1,-9,-36,11,25,-4,0,11,8
NC(=O)CC[C@@H]1NC(=O)[C@@H]2CCCN2C(=O)c2cc([N+](=O)[O-])cc(F)c2NCCC[C@@H](C(N)=O)NC1=O,3,-2,-1,10,-40,7,7,-3,4,-8,-1
Cc1nn(Cc2ccc(F)cc2)c(C)c1NC(=O)c1cc2ncc(Br)cn2n1,4,-6,12,-12,13,5,11,2,2,-1,4
O=C(O)C1=C[C@H](c2ccc(C(F)(F)F)cc2)C[C@H](OCCCCO)O1,-11,1,-12,3,4,10,7,7,4,1,-8
CCOc1cccc(-c2nnc(SCC(=O)Nc3cc(OC)cc(OC)c3)n2N)c1,13,3,1,-6,21,-1,13,13,-1,2,0
CC(C)CC(NC(N)=O)C(=O)OCC(=O)N(Cc1ccccc1)Cc1ccccc1 (configuration not stated),-3,18,3,-4,3,-2,18,9,0,-1,-6
Cc1c(N2C(=O)CSC2c2ccc([N+](=O)[O-])cc2)c(=O)n(-c2ccccc2)n1C (configuration not stated),2,1,/,9,-25,12,11,18,2,-3,2
CCN1C(=O)CSc2ccc(C(=O)OC)cc21,-6,10,-4,4,-36,-3,1,-6,-1,-22,1
Cc1ccc(NC(=O)c2c(C)noc2-c2snnc2C)cc1,1,12,13,7,-19,11,16,21,3,2,-2
COc1cccc2c1C(=O)O/C2=C/c1ccc2c(c1)OCO2,-5,63*,16,63*,-103,42,-191,-31,-1,-10,-73*
COc1ccc(N2CC(C(=O)Nc3nnc(SCC(=O)NCC4CCCO4)s3)CC2=O)cc1 (configuration not stated),-1,4,-9,19,-3,-29,19,21,0,6,7
CNC(=S)N1CCN(S(=O)(=O)c2ccc3ccccc3c2)CC1,-4,-10,8,1,16,-3,-4,14,-4,4,-3
O=C(NCC(=O)N1CCc2ccccc2C1)c1ccccc1Cl,-30,-12,-18,2,-50,-13,-107,-133,/,0,2
Cc1ccc(S(=O)(=O)N(C)CC(=O)NNC(=O)CCS(=O)(=O)c2ccccc2)cc1,/,-3,-1,1,2,17,1,0,/,0,-5
CCCC(c1nnnn1C(C)(C)CC)N1CCN(C(=O)c2ccco2)CC1 (configuration not stated),-14,3,3,-9,4,-10,-10,1,3,3,6
Cc1ccnc(NC(=O)CCC(=O)N(CC(=O)NC(C)(C)C)C2CCCC2)c1,4,10,46,-5,-2,-2,7,5,3,2,-7
CC(=O)c1cccc(NC(=O)c2cccc(N3C(=O)c4ccccc4C3=O)c2)c1,3,-6,-3,-2,-9,-6,10,-4,4,10,0
O=C(CSc1ncn[nH]1)Nc1cccc(S(=O)(=O)N2CCCCCC2)c1,0,9,19,28,-10,16,8,7,1,11,14
COc1ccccc1C(C[N+](=O)[O-])c1c[nH]c2ccccc12 (configuration not stated),/,15,8,-4,-3,9,21,38,3,-3,-1
O=C(O)CC(=O)Nc1ccc(Oc2ccc(C(F)(F)F)cn2)c(Cl)c1,-8,11,-5,20,11,-9,18,6,-2,-2,-11
Cn1nnc2ccccc2c1=O,2,22,-3,-3,-7,-1,16,8,3,11,0
CSCCCNC(=S)N1CCc2ccccc2C1,-10,1,13,5,21,-21,9,-17,0,-27,-6
Cn1cc(Cc2ccc(C(=O)NC34CC5CC(CC(C5)C3)C4)cn2)c2ccccc21,/,0,15,16,-15,-23,10,5,/,8,5
O=C(Cc1cccs1)N/N=C/C(Cl)=C/c1ccccc1,-69,-46,-77,1,-34,-3,-208,-141,0,-67,9
C/C=C/C(=O)OCC(=O)Nc1nc2ccc(C)cc2s1,-26,3,-27,9,-52,-8,-124,-242,1,/,2
Cc1ccc(CNC(N)=S)cc1,2,3,-22,-27,-2,-15,14,-5,-1,8,2
COc1cc(C)ccc1Oc1nc(-c2ccccc2O)nc2ccccc12,11,-9,12,6,-22,14,-4,13,-1,-4,-1
O=C(CN1CCCCC1)N1CCc2ccccc21,13,3,-3,2,-12,-3,5,-9,1,-23,-4
CCOC(=O)[C@@H]1[C@H]2COc3ccc(Br)cc3[C@H]2N2C(=O)N(c3ccc(Br)cc3)C(=O)[C@]12C,6,-8,15,6,-37,36,20,6,4,0,0
Cc1c(NC(=O)c2cc3c(s2)CCCC3)c(=O)n(-c2ccccc2)n1C,3,-21,-1,-6,-29,-12,-26,-28,-3,7,4
CN1C(=O)CC(C(=O)O)SC1=Nc1cc(Cl)cc(Cl)c1 (configuration not stated),1,-1,-16,-13,-33,11,12,3,-3,5,-3
CCOC(=O)c1c(C)c(C(=O)Nc2ccc(N(C)C)cc2)c(C)n1CC,21,-8,-3,7,-96,25,-139,-63,1,-21,-15
COc1ccc(/C=N/Nc2nc(N3CCCC3)nc(N3CCCC3)n2)c(OC)c1OC,6,-13,-13,-6,6,-1,18,6,-4,4,0
O=C(c1cc(S(=O)(=O)N2CCOCC2)ccc1Cl)N1CCOCC1,-3,4,2,4,-23,-16,12,13,1,-1,3
CCc1cc(CNC(=O)c2ccc3nc(Cc4ccc(OC)c(OC)c4)oc3c2)on1,9,16,68,-1,20,-4,-45,-26,-1,1,-6
